High-throughput results (PubChem BioAssay)
CBFb-RUNX1 inh – qHTS Assay for Compounds Blocking the Interaction Between CBF-beta and RUNX1 for the Treatment of Acute Myeloid Leukemia; Runt-related transcription factor 1 (Homo sapiens) + Core-binding factor subunit beta …; AlphaScreen CBFb-His/RUNX1-biotin binding, biochemical; Potency, µM (titrated, usually from 59.8 µM), inactives show top-dose activity, negative = inhibition, hits mostly inhibitors; 230,000 tested, under 10 active; AID 1477, 2009; note: % of control where 0% means no effect
Target sequence (Q01196 whole entry, looked up): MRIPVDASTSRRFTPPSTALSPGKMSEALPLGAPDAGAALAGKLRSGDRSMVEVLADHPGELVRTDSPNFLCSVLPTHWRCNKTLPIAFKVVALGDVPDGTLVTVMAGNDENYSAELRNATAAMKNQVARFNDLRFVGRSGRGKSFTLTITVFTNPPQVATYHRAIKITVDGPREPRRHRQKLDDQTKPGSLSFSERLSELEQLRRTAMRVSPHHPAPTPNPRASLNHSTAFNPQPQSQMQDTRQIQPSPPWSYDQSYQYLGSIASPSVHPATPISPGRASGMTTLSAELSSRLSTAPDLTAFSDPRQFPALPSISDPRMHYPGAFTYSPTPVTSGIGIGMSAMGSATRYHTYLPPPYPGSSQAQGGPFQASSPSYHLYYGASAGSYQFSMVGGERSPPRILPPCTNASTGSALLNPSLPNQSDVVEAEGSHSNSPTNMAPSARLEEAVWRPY
Target sequence (Q13951 whole entry, looked up): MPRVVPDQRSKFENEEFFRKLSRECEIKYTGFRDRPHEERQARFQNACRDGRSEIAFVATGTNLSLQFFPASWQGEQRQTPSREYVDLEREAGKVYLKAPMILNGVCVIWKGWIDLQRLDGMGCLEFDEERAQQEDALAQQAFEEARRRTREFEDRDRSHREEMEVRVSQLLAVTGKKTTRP
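Bead-based AlphaScreen assay; binding partners His-tagged CBF-beta and biotinylated RUNX1 at 30 nM each. Compound exposure 15 min after a 20-min protein preincubation; bead step 90 min; all steps at room temperature.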
TRb-SRC2 inh – qHTS for Inhibitors of the Interaction of Thyroid Hormone Receptor and Steroid Receptor Coregulator 2. Thyroid hormone receptor beta (Homo sapiens), P10828. TRbeta-SRC2 peptide binding, fluorescence polarization; receptor liganded with 1 µM T3. Potency, µM (series often up to 106 µM), without a hit: top-dose activity change, negative = inhibition, usual class: inhibitors. 280,000 tested, 0.065% active;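 note: potency is the fitted concentration of half-maximal effect; plate controls were bound peptide for no effect and peptide without receptor for full effect; nearly all actives have a fitted effect of over 50% in size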
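TRb LBD 0.6 uM + Texas Red SRC2 peptide 20 nM, 1 uM T3, Tris buffer w/ 5% DMSO; compound pinned, 5 h RT; FP read ex 555/em 632; normalized to unbound and bound controls.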
NPSR antag – qHTS Assay for Antagonists of the Neuropeptide S Receptor: cAMP Signal Transduction. AID 1461, 2008. Potency, µM (doses to about 38.3 µM), for inactives: top-dose activity change, negative = inhibition, most hits filed as inhibitors. CHO-NPSR cells, cAMP TR-FRET, antagonist mode. 220,000 tested, 1% active. Q6W5P4; note: potency is the fitted concentration of half-maximal effect; % is set by controls: 0 for no effect and ±100 for the full control effect; nearly all actives have a fitted effect of over 50% in size; many of its hits are not listed in these tables
Target sequence (Q6W5P4 whole entry, looked up): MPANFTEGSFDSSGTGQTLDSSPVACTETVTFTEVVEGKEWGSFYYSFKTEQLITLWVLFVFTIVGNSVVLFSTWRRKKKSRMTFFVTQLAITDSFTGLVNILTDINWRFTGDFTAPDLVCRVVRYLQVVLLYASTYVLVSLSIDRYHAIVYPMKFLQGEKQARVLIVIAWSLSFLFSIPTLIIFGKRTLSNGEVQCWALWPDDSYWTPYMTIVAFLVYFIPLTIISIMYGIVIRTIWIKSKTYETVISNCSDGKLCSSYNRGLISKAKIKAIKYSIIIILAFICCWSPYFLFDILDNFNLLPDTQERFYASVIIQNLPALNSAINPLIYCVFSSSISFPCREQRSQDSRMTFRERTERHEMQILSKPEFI
Tau fluor counter – Counterscreen qHTS for Inhibitors of Tau Fibril Formation, Fluorescence Polarization. AID 1463, 2008. 280,000 tested, 0.93% active. tau K18 P301L Alexa594 fluorescence, heparin fibrillization. Potency, µM (top dose mostly 57.7 µM), without a hit: at the top dose activity change, negative = decrease; note: potency is the fitted concentration of half-maximal effect; % is set by controls: 0 for no effect and ±100 for the full control effect; nearly all actives have a fitted effect of over 55% in size
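Human tau K18 P301L (15 uM unlabeled, 0.24 uM Alexa 594-labeled) in 100 mM sodium acetate pH 7 with 20 uM heparin, 6 hr at 37 C. ThT 30 uM added, 1 hr ambient; Alexa 594 FP and total fluorescence read at 555/632 nm.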
Epigenetic derep – Quantitative High-Throughput Screen for Regulators of Epigenetic Control; murine LDR cells, GFP reporter derepression, 30 h; Potency, µM (highest dose often 53.9 µM), inactives show at the top dose GFP activation, actives largely listed as activators; 280,000 tested, 0.2% active; AID 1865, 2009; note: potency is the fitted concentration of half-maximal effect; % of control where 0% means no effect; nearly all actives have a fitted effect of over 60% in size
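Derepression of a silenced CMV-GFP reporter in murine LDR cells is scored by enumerating GFP-positive cells with a laser-scanning microplate cytometer after 30 hours of treatment at 37 C.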
GLA spleen mod – qHTS Assay for Inhibitors and Activators of Human alpha-Galactosidase From Spleen Homogenate; Alpha-galactosidase A (Homo sapiens), P06280; human spleen homogenate, 4MU-alpha-Gal fluorescence, 40 min; Potency, µM (doses to about 80 µM), for the others: top-dose activity change, negative = inhibition, hits mostly inhibitors; 240,000 tested, 0.008% active; AID 2107, 2009;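 note: potency is the fitted concentration of half-maximal effect; 0% = enzyme with vehicle and -100% = no enzyme basal signal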
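Human spleen homogenate (1 ug) was the enzyme source, with 4-methylumbelliferyl-alpha-D-galactopyranoside (1 mM final) in pH 5.0 citrate buffer with 0.01% Tween-20. Compounds were titrated; after 40 min at 37C, NaOH/glycine stop, 4-MU fluorescence read; AC50 from Hill fits.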
TexasRed fluor – Total Fluorescence Counterscreen for Inhibitors of the Interaction of Thyroid Hormone Receptor and Steroid Receptor Coregulator 2; TRb/SRC2 Texas Red total fluorescence interference; Potency, µM (top dose mostly 106 µM), without a hit: at the top dose fluorescence change, negative = quenching; 280,000 tested, 0.29% active; AID 1479, 2009; active = well fitted curve in either direction with a large enough effect; inconclusive = small, poorly fitted or top-dose-only effect; note: potency is the fitted concentration of half-maximal effect; % is set by controls: 0 for no effect and ±100 for the full control effect
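Flags fluorescent or light-absorbing compounds by total fluorescence, S + 2P, at 555 nm excitation and 632 nm emission. Mixture: 20 nM Texas Red SRC2 peptide, 0.6 uM human TRb LBD, 1 uM T3, 5% DMSO; compound exposure 5 h at ambient temperature.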
Tau fibril FP – qHTS for Inhibitors of Tau Fibril Formation, Fluorescence Polarization | AID 1468, 2008 | 280,000 tested, 0.39% active | K18 P301L tau heparin fibrillization, Alexa594 FP, 6 h | Potency, µM (series often up to 57.7 µM), without a hit: top-dose activity, negative = inhibition, usual class: inhibitors; note: potency is the fitted concentration of half-maximal effect; % is set by controls: 0 for no effect and ±100 for the full control effect; nearly all actives have a fitted effect of over 55% in size
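Read-out: fluorescence polarization of Alexa 594-labeled tau (0.24 uM), 555 nm excitation, 632 nm emission. Mixtures held 15 uM unlabeled K18 P301L, compound and 20 uM heparin, pH 7 acetate buffer, incubated 6 hr at 37 C.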
Active calls of the source: *; ? = inconclusive; nt = not tested or not shown; [ ] = remark or other dose. Unless noted, calls come from the whole dose curve; as a rule, active = well fitted curve in the direction sought with a large enough effect; inconclusive = small, poorly fitted or top-dose-only effect, or another doubt; inactive = no such curve, though single readings can be large; an effect the other way counts as inactive or inconclusive. Some of the compounds tested; the hit share may differ from the screen's.

Second line of a record – Tau fluor counter, TexasRed fluor, NPSR antag, TRb-SRC2 inh, GLA spleen mod, Epigenetic derep, CBFb-RUNX1 inh, Tau fibril FP
Cn1c(Oc2ccc(F)cc2)c(C=O)c2ccccc21
    -6%, 0%, -39%, -2%, -6%, 5.8%, 2%, -2%
CCc1ccc(NC(=O)CC2C(=O)N(c3cccc(C)c3)C(=O)N2CCC(C)C)cc1 (stereo not given)
    -23%, -2%, nt, -2%, nt, 3.2%, nt, -11%
C=CCN1C(=O)CSc2ccc(C(=O)OCC)cc21
    -11%, 5%, -25%[46.1 µM], -4%, 3%, 0.0%, 0%, 3%
COc1ccc2c(c1)CC[C@@H]1[C@@H]2CC[C@]2(C)[C@@H](NCCCCCCN3C(=O)C=CC3=O)CC[C@@H]12
    -5%, 1%, nt, 9%, 2%, 14%, -13%, 1%
Cc1ccc(-c2cc(-c3ccccc3)[nH]c(=S)c2C#N)cc1
    -19%, -3%, -4%[46.1 µM], 8%, -6%, 0.4%, 5%, 0%
CC1(C)NC(=O)N(CCOCCOc2ccc3ccccc3c2Br)C1=O
    -18%, 1%, 4%[46.1 µM], -11%, 1%, -1.3%, 2%, 11%
CCCCNC(=O)c1cc2n(n1)C(C(F)(F)F)CC(c1ccccc1)N2 (stereo not given)
    -12%, -4%, -16%[46.1 µM], 9%, -5%, -1.0%, 3%, 5%
CC(C)c1nc(C(=O)N2CCc3c([nH]c4ccccc34)C2c2ccccn2)cs1 (stereo not given)
    ?, -1%, ?, 1%, -17%, 7.1%, -1%, 7%
Cc1cc2ccccc2n1CCNC(=O)C1CCCCC1
    -4%, 13%, -10%[46.1 µM], ?, 8%, 0.0%, 10%, -12%
CCOC(=O)N1CCC(NC(=O)c2cc(C(=O)NCC(OC)OC)ccc2CO)CC1
    1%, 4%, -1%[46.1 µM], -8%, -1%, -2.3%, -1%, -1%
O=C(CN1CCN(Cc2ccccc2)CC1)N/N=C/C=C/c1ccco1
    -15%, -2%, -1%, 3%, -2%, 1.0%, -6%, ?
CCOC(=O)CCc1c(C)c(C#N)c2[nH]c3ccccc3n2c1=O
    -26%, 1%, -12%[46.1 µM], -25%, ?, 1.5%, 1%, 12%
CCCN(CCO)Cc1ccc2ccccc2c1
    -9%, -1%, 1%[46.1 µM], -21%, -7%, -2.2%, 0%, -5%
O=C(CCNC(=O)c1ccc([N+](=O)[O-])cc1)Nc1cccc(S(=O)(=O)N2CCCCC2)c1
    ?, -4%, -12%, -3%, -5%, -1.7%, 1%, 4%
CC(=O)c1ccc(NC(=O)COC(=O)c2ccccc2Nc2ccccc2)cc1
    ?, 1%, -30%, 7%, -3%, 0.0%, -1%, ?
COc1ccc(-c2cc(C(=O)NCCCn3ccnc3)no2)cc1OC
    -5%, 2%, -8%[46.1 µM], 0%, 15%, 2.4%, -1%, 2%
COc1ccc(S(=O)(=O)Nc2ccc(S(=O)(=O)N3CCCCC3)cc2)cc1
    -25%, 0%, -19%[46.1 µM], -19%, 11%, 1.2%, -11%, -6%
CCOC(=O)c1c(C(C)(C)C)oc2ccc(O)cc12
    -9%, 1%, -13%[46.1 µM], -6%, -8%, 16%, 0%, -10%
COc1ccccc1NC(=O)c1oc2ccccc2c1NC(=O)c1cccc(OC)c1OC
    ?, 0%, nt, -8%, nt, 2.1%, nt, ?
O=c1oc(-c2cccs2)nc2ccc(Br)cc12
    -2%, -1%, -13%[46.1 µM], 4%, -5%, 0.7%, 2%, 4%
COc1ccc(NC(=S)N2CCN(C/C=C/c3ccccc3)CC2)cc1
    -20%, -7%, -8%[46.1 µM], 1%, -7%, 0.1%, -5%, 0%
Cc1nnc(NC(=O)CSCc2cc(=O)c3ccc(C)c(C)c3[nH]2)s1
    -6%, 0%, nt, -1%, nt, 1.6%, nt, -1%
Cc1ccc(Nc2cccccc2=O)cc1
    4%, 1%, 11%[46.1 µM], 0%, 13%, -8.6%, -2%, 5%
Cc1c(NS(=O)(=O)c2ccc(Br)s2)c(=O)n(-c2ccccc2)n1C
    1%, -2%, -19%[46.1 µM], -14%, 2%, -2.7%, -1%, -1%
CC(=O)OC/C=C(\C)CCC=C(C)C
    nt, -5%[201 µM], nt, -1%[201 µM], 4%, nt, 3%[21.7 µM], nt
COc1ccc2c(c1)C(=O)N(c1ccc(C)cc1)C(=O)C2
    -14%, -3%, 1%[46.1 µM], 0%, -6%, -1.0%, 2%, 10%
Cc1cc(CNC(=O)CC2C(=O)NCCN2Cc2ccccc2C(F)(F)F)nn1C (stereo not given)
    4%, 0%, 11%, -3%, 1%, 0.5%, -1%, -3%
O=C(NC1CCS(=O)(=O)C1)c1ccc(S(=O)(=O)N2CCCCC2)cc1 (stereo not given)
    -1%, -2%[53 µM], -27%, 2%[53 µM], 6%, 4.4%, 6%, -5%
COc1cccc2c(=O)c3c(cnn3C)n(C)c12
    1%, -3%, -3%[46.1 µM], -7%, ?, -0.8%, 2%, -2%
CCCn1cc(NC(=O)c2cc(-c3ccccc3)on2)cn1
    -20%, -1%, 0%[46.1 µM], -6%, 2%, 1.7%, -6%, ?

Profiles from above. Values in the order: Tau fluor counter	TexasRed fluor	NPSR antag	TRb-SRC2 inh	GLA spleen mod	Epigenetic derep	CBFb-RUNX1 inh	Tau fibril FP
`CC(=O)OC/C=C(\C)CCC=C(C)C` is entered as nt	-5%[201 µM]	nt	-1%[201 µM]	4%	nt	3%[21.7 µM]	nt
`Cc1cc(CNC(=O)CC2C(=O)NCCN2Cc2ccccc2C(F)(F)F)nn1C` (stereo not given) is entered as 4%	0%	11%	-3%	1%	0.5%	-1%	-3%
`Cc1nnc(NC(=O)CSCc2cc(=O)c3ccc(C)c(C)c3[nH]2)s1` is entered as -6%	0%	nt	-1%	nt	1.6%	nt	-1%
`COc1cccc2c(=O)c3c(cnn3C)n(C)c12` is entered as 1%	-3%	-3%[46.1 µM]	-7%	?	-0.8%	2%	-2%
`COc1ccc(NC(=S)N2CCN(C/C=C/c3ccccc3)CC2)cc1` is entered as -20%	-7%	-8%[46.1 µM]	1%	-7%	0.1%	-5%	0%

(further entries)
Second line of a record – Tau fluor counter, TexasRed fluor, NPSR antag, TRb-SRC2 inh, GLA spleen mod, Epigenetic derep, CBFb-RUNX1 inh, Tau fibril FP
COc1ccc(CC(NC(C)=O)C(=O)NC2CCN(c3c4c(nc5ncnn35)CCC4)CC2)cc1OC (stereo not given)
    4%, -1%, 11%, 1%, 1%, 0.0%, -3%, -1%
CCOc1ccc(-n2nc(CO)c(C(=O)NCc3cccnc3)n2)cc1
    -10%, 1%, nt, -4%, nt, 0.1%, nt, -3%
CC(C)CC(=O)N/C(N)=N/c1nc2ccccc2o1
    -8%, 0%, 24%, -2%, 3%, -0.8%, -1%, -2%
COc1ccc(-c2csc(NC(=O)C3CC(=O)N(c4ccc5c(c4)OCCO5)C3)n2)cc1 (stereo not given)
    ?, -6%, -21%[46.1 µM], 14%, -2%, 1.8%, -4%, -6%
CC(=O)c1cccc(NC(=O)CCCOc2ccc(C)cc2)c1
    -12%, 1%, 0%, 1%, 5%, -3.5%, 7%, 2%
CC(C)CNC(=O)CN(c1cccc(Cl)c1)S(C)(=O)=O
    1%, -3%, -1%, -2%, 3%, 1.1%, -1%, -7%
COc1ccccc1CNc1nc(-c2ccco2)nn1C(=O)c1ccccc1[N+](=O)[O-]
    ?, 4%, nt, 1%, nt, -1.6%, nt, -3%
CCC(C)/C(C)=N/NC(=O)CSc1nc2ccccc2[nH]1 (stereo not given)
    2%, -6%, 4%, -4%, 6%, -1.5%, -4%, -3%
Cc1cc(=O)[nH]c(SCC(=O)NCCc2ccccc2)n1
    -9%, -2%, -5%[46.1 µM], 1%, -5%, 0.0%, 1%, -8%
COc1ccccc1NC(=O)N(Cc1ccccc1)C1=NCC(C)S1 (stereo not given)
    -24%, 1%, -28%[46.1 µM], -15%, 4%, -1.1%, 4%, -6%
COc1ccc(CN2C(=O)CN(C3CCCCCC3)C(=O)C2c2ccc(F)cc2)cc1 (stereo not given)
    -1%, -5%, ?, 0%, -2%, 0.0%, 3%, 4%
Cc1ccc(CSc2nnc3nc(C)cc(C)n23)cc1
    0%, 0%, -2%[46.1 µM], -3%, 6%, -1.0%, 9%, 6%
Cc1ccccc1-n1nnnc1SCC(C)C
    2%, -3%, -9%, -10%, -9%, -1.4%, 30%, -1%
N#Cc1c2n(c3c(=S)nc[nH]c13)CCCCC2
    -6%, -2%, 9%[46.1 µM], -4%, 2%, -2.9%, -3%, -7%
COc1ccccc1CN1CCC(CNC(=O)c2cnn(-c3ccc(C)c(C)c3)c2C2CCN(C(=O)OC(C)(C)C)CC2)CC1
    -2%, -5%, nt, 0%, nt, 1.1%, nt, 2%
CCCCCCCCCn1ccc(=N)cc1
    2%, 0%, -44%, 0%, 0%, 0.2%, 7%, 1%
CCC(=O)Nc1cccc(C(=O)/C=C/c2cccs2)c1
    -14%, -1%, -30%, 4%, -1%, ?, 0%, 0%
